Screening results from PubChem BioAssay.
PP5 inh = PP5 phosphatase inhibitors, primary screen, biochemical, fluorescence; inhibition, % at 6.7 µM; purified PP5c, OMFP substrate fluorescence; Serine/threonine-protein phosphatase 5 (Homo sapiens), P53041; 320,000 tested, 0.18% active;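 active = inhibition above the campaign's mean inhibition across all tested compounds plus 3 SD, cut at about 9.5% in these data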;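 also: 0% = DMSO only and 100% = 100 µM cantharidin control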
JMJD2C inh = inhibitors of GASC-1 histone demethylase, primary screen, biochemical, fluorescence, DELFIA europium; Lysine-specific demethylase 4C (Homo sapiens), Q9H3R0; GST-JMJD2C(1-420) H3K9me3 demethylation; inhibition, % at 2.35 µM; 330,000 tested, 0.069% active;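 active = more than half of a compound's replicate wells show inhibition beyond 50%, single wells judged on their own value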;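 also: signal counts dimethyl H3K9 product captured on neutravidin plate; 0% = median of DMSO wells and 100% = 0.3 times that DMSO median; strong numbers were not always called active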
PP1 inh = PP1-alpha phosphatase inhibitors, primary screen, counter-screen for PP5 inhibitor project, biochemical, fluorescence, OMFP substrate, single point | purified PP1alpha | inhibition, % at 6.7 µM | 320,000 tested, 0.9% active | AID 2235, 2010;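 active = inhibition above the mean inhibition of all tested compounds plus 3 SD, computed separately for each screening campaign, cut at about 15% in these data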
Target sequence (P62136 whole entry, looked up): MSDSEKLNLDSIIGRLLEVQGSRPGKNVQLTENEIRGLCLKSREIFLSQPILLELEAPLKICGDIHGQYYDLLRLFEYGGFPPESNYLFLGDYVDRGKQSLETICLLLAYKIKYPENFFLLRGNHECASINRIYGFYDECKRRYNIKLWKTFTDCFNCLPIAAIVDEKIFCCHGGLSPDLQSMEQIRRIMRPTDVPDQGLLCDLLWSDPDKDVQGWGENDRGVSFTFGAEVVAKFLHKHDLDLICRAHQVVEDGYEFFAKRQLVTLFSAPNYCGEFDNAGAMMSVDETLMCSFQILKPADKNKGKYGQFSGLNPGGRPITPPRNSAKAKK
TPT1 inhibitor = Candida albicans TPT1 enzyme inhibitors, primary screen, biochemical, fluorescence polarization; tRNA 2'-phosphotransferase TPT1 (Candida albicans SC5314); recombinant caTPT1, FP RNA substrate dephosphorylation; inhibition, % at 5 µM; 300,000 tested, 0.81% active;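 active = inhibition above the mean of all tested compounds plus 3 SD, set per screening campaign, cut at about 24% in these data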;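 also: plate controls were DMSO alone for no effect and ferristatin control at 100 nM for full effect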
CTSL1 counter = Fasciola hepatica cathepsin L1 inhibitors, primary screen, counter-screen for PFM18AAP inhibitor project, biochemical, QFRET, fluorogenic peptide substrate; recombinant F. hepatica cathepsin L1, Z-Leu-Arg-MCA fluorescence; inhibition, % at 5.96 µM; 300,000 tested, 0.49% active;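 active = inhibition above the mean of all tested compounds plus 3 SD, set per screening campaign, cut at about 17% in these data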;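 also: 0% = plate median of test compound wells and 100% = 1 µM Z-Phe-Ala-diazomethylketone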
LYPLA2 inh = LYPLA2 inhibitors, primary screen, counter-screen for PME1 inhibitor project, biochemical, fluorescence polarization, FP-Rh probe ABPP. inhibition, % at 5.9 µM. AID 2177, 2009. Acyl-protein thioesterase 2 (Homo sapiens), O95372. recombinant LYPLA2. 320,000 tested, 0.38% active;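 active = inhibition above the screen-wide mean plus 3 SD, limit set per campaign, cut at about 26% in these data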;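 also: 0% = LYPLA2 with DMSO and 100% = wells lacking LYPLA2 enzyme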
PREPL inhibitor = PREPL enzyme inhibitors, primary screen, biochemical, fluorescence polarization; Prolyl endopeptidase-like (Homo sapiens), Q4J6C6; recombinant PREPL, fluorescence polarization activity-based probe; inhibition, % at 5.96 µM; 320,000 tested, 0.68% active; in the data active = inhibition above about 43%;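 also: 0% = enzyme with DMSO and 100% = wells lacking enzyme; many of its hits are not listed in these tables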
Target sequence (Q4J6C6 whole entry, looked up): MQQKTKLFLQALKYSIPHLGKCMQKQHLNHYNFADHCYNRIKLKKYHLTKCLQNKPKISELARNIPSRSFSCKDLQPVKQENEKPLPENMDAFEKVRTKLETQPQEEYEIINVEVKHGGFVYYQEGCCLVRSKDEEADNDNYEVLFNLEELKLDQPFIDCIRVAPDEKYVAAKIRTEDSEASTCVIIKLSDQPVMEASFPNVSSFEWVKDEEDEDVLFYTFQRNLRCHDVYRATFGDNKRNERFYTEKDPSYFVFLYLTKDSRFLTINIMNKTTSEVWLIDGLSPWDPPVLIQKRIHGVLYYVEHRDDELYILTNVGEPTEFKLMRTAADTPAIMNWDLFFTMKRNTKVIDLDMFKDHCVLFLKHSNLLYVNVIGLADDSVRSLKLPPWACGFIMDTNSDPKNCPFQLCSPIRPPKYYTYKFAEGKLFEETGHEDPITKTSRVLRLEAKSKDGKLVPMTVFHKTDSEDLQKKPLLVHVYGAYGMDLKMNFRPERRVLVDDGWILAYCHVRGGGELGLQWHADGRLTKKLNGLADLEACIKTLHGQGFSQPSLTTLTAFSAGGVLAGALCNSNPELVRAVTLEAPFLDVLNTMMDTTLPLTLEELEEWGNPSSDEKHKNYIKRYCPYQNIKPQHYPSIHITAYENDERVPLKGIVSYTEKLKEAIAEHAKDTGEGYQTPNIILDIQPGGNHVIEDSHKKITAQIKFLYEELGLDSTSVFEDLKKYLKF
HCV core dimer = inhibitors of HCV core protein dimerization, primary screen, biochemical, TR-FRET, high-throughput; TR-FRET GST/Flag-core106 dimerization, 1536-well; inhibition, % at 5 µM; 300,000 tested, 0.33% active;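 active = inhibition above the mean of all tested compounds plus 3 SD, set per screening campaign, cut at about 45% in these data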
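assay system = GST-tagged and Flag-tagged HCV core protein residues 1-106 | controls = unlabelled core106 and no-GST-core106 wells | incubation = compound-protein-antibody incubation 4 h at 22.5 °C | probe or stimulus = Eu donor and XL665 acceptor anti-tag antibodies | read-out = % inhibition based on acceptor/donor emission ratio | signal = TR-FRET 671 and 617 nm emission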
Efflux pump inh = inhibitors of Candida efflux pumps in yeast, primary screen, S. cerevisiae, Nile Red, multiplex. AID 485275, 2010. inhibition, % at 10 µM. S. cerevisiae Candida pump triplex. 330,000 tested, 0.44% active;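 active = plate passing quality check with inhibition over a set limit, or well fluorescence over plate mean plus 4 SD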;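 also: Nile Red retained in pooled yeast measured as flow cytometry median fluorescence; 0% = buffer negative control and 100% = Enniatin B positive control; higher means more Nile Red kept so more efflux inhibition; some compounds called inactive have numbers as strong as hits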
* = called active by the depositor; . = not tested or not shown. An excerpt (hit frequency here may not be typical).

SMILES	PP5 inh	JMJD2C inh	PP1 inh	TPT1 inhibitor	CTSL1 counter	LYPLA2 inh	PREPL inhibitor	HCV core dimer	Efflux pump inh
CC(Cl)C(=O)c1ccc2c(c1)CCN2C(=O)C1CC1 (stereo not given)	-1.7	-3	-3	3	0	4	6	3	0.0
CCCN1CCN(CCCNC(=O)CCN2C(=O)COc3ccccc32)CC1	0.0	1	-5	-2	2	7	-4	3	0.0
Cc1ccc(/C=N/NC(=O)c2nnn(-c3nonc3N)c2C(C)C)o1	-1.5	2	2	-2	4	-1	5	5	-0.2
Cc1cc(NC(=O)COc2coc(CN3CCN(c4ccc(F)cc4)CC3)cc2=O)no1	-2.5	8	-3	-5	1	-3	11	-3	0.0
CCOc1cccc(/C=N/Nc2nc(N3CCCC3)nc(N3CCCC3)n2)c1O	5.4	1	3	0	4	-3	50*	6	0.1
CCOC(=O)C1=C(C)N=C2SC(C(=O)OC)=CC(=O)N2C1c1cc(OC)c(OC)c(OC)c1 (stereo not given)	5.1	1	-5	0	-1	5	13	4	-0.5
O=S(=O)(Cc1ccc(Cl)cc1)CC(O)COCc1ccccc1 (stereo not given)	1.5	5	-1	3	0	-2	-17	11	0.0
CCC(C(=O)N1CCN(c2ccccn2)CC1)n1nc(C)n2c(cc3occc32)c1=O (stereo not given)	0.9	3	-2	-3	2	0	-2	0	-0.1
CC(=O)c1cc(C#N)c(Oc2cccc(C(F)(F)F)c2)nc1C	0.2	6	2	1	1	2	-4	3	0.1
O=C(NNC(=O)c1ccccc1F)c1cccc(-n2cccc2)c1	-0.7	5	6	4	1	-4	5	53*	-0.1
COc1ccc(OC)c(S(=O)(=O)N2CCC(c3nc4ccccc4[nH]3)CC2)c1	2.1	-2	-6	-7	0	-5	9	3	0.0
c1ccc(-c2cc3c(N4CCN(c5ccccc5)CC4)ncnc3s2)cc1	0.0	-3	4	-4	5	-2	22	9	-0.2

Taken from above:
In LYPLA2 inh, CC(=O)c1cc(C#N)c(Oc2cccc(C(F)(F)F)c2)nc1C has the entry 2
In Efflux pump inh, CCCN1CCN(CCCNC(=O)CCN2C(=O)COc3ccccc32)CC1 has the entry 0.0
In JMJD2C inh, O=S(=O)(Cc1ccc(Cl)cc1)CC(O)COCc1ccccc1 (stereo not given) has the entry 5
In CTSL1 counter, Cc1cc(NC(=O)COc2coc(CN3CCN(c4ccc(F)cc4)CC3)cc2=O)no1 has the entry 1

Six compounds picked at random from those above, as already listed:
SMILES	PP5 inh	JMJD2C inh	PP1 inh	TPT1 inhibitor	CTSL1 counter	LYPLA2 inh	PREPL inhibitor	HCV core dimer	Efflux pump inh
Cc1ccc(/C=N/NC(=O)c2nnn(-c3nonc3N)c2C(C)C)o1	-1.5	2	2	-2	4	-1	5	5	-0.2
CC(Cl)C(=O)c1ccc2c(c1)CCN2C(=O)C1CC1 (stereo not given)	-1.7	-3	-3	3	0	4	6	3	0.0
CCOc1cccc(/C=N/Nc2nc(N3CCCC3)nc(N3CCCC3)n2)c1O	5.4	1	3	0	4	-3	50*	6	0.1
c1ccc(-c2cc3c(N4CCN(c5ccccc5)CC4)ncnc3s2)cc1	0.0	-3	4	-4	5	-2	22	9	-0.2
COc1ccc(OC)c(S(=O)(=O)N2CCC(c3nc4ccccc4[nH]3)CC2)c1	2.1	-2	-6	-7	0	-5	9	3	0.0
Cc1cc(NC(=O)COc2coc(CN3CCN(c4ccc(F)cc4)CC3)cc2=O)no1	-2.5	8	-3	-5	1	-3	11	-3	0.0

The list continues:
SMILES	PP5 inh	JMJD2C inh	PP1 inh	TPT1 inhibitor	CTSL1 counter	LYPLA2 inh	PREPL inhibitor	HCV core dimer	Efflux pump inh
COc1ccc(C2Nc3ccccc3C(=O)N2Cc2ccccc2)cc1OC (stereo not given)	2.6	-11	-2	-4	-10	4	5	5	0.0
CCN1CCN(C(=O)C2=CC(c3ccc(C)cc3)=NS(=O)(=O)N2C)CC1	3.4	4	0	0	-2	3	-2	12	-0.1
COC(=O)c1ccc(N2C(=O)C3C4C=CC(CC4)C3C2=O)cc1 (stereo not given)	2.0	0	0	2	-4	1	10	2	0.4
Cc1ccc(NC(=O)C2CCCN(c3ncccn3)C2)c(C)c1 (stereo not given)	0.2	16	1	2	-2	-4	8	6	-0.1
COc1cc(C(=O)COC(=O)c2cnc(C)cn2)ccc1OC(F)F	2.8	0	6	0	-8	-1	-5	-7	-0.2
O=C1OC(/C(=C\Nc2ccccc2)[N+](=O)[O-])c2ccccc21 (stereo not given)	-0.2	-4	-5	-2	1	-5	-7	4	-0.2
COc1ccc(C2(C)NC(=O)N(CC3CCCCC3)C2=O)cc1 (stereo not given)	-0.6	5	2	-1	-1	-3	-3	-1	0.1
CC1CCCN(CCCNC(=O)c2cc3c(s2)-c2ccccc2OC3)C1 (stereo not given)	4.2	-17	1	1	0	-1	42	-8	0.1
CN(C)C(CNC(=O)c1cc(Br)ccc1Cl)c1ccco1 (stereo not given)	2.7	-15	-6	1	22*	-2	12	-8	0.1
Cc1[nH]c(=O)[nH]c(=O)c1S(=O)(=O)N1CCCC1	0.4	-7	-2	0	-3	-5	16	7	0.1
OCCNc1cc(-n2nc(-c3ccccc3)cc2-c2ccccc2)ncn1	0.6	0	1	-5	2	2	-10	-5	-0.1
O=C(NCCCn1ccnc1)c1cccc(S(=O)(=O)Nc2ccccc2F)c1	-0.6	-7	-3	5	-4	3	2	3	0.1

Whole records, looked up by structure.
COC(=O)c1ccc(N2C(=O)C3C4C=CC(CC4)C3C2=O)cc1 (stereo not given) is entered as PP5 inh: 2.0; JMJD2C inh: 0; PP1 inh: 0; TPT1 inhibitor: 2; CTSL1 counter: -4; LYPLA2 inh: 1; PREPL inhibitor: 10; HCV core dimer: 2; Efflux pump inh: 0.4
O=C(NCCCn1ccnc1)c1cccc(S(=O)(=O)Nc2ccccc2F)c1 is entered as PP5 inh: -0.6; JMJD2C inh: -7; PP1 inh: -3; TPT1 inhibitor: 5; CTSL1 counter: -4; LYPLA2 inh: 3; PREPL inhibitor: 2; HCV core dimer: 3; Efflux pump inh: 0.1

Continuation:
SMILES	PP5 inh	JMJD2C inh	PP1 inh	TPT1 inhibitor	CTSL1 counter	LYPLA2 inh	PREPL inhibitor	HCV core dimer	Efflux pump inh
CCOc1ccc(-c2ccc(SCC(=O)N3CCN(c4ccccc4)CC3)nn2)cc1	0.6	23	-1	-2	1	0	15	5	-0.1
O=C1OCC/C1=C\c1ccc2c(c1)OCO2	-0.3	2	0	-1	1	8	13	-9	0.0
Cc1ccc(NC(=O)CSc2nnc(C3CC3)n2CC2CCCO2)cc1C (stereo not given)	-1.1	-2	2	3	0	-10	1	3	0.2
COc1ccc(CN2CCCC(C(=O)c3ccc4c(c3)OCO4)C2)c(F)c1 (stereo not given)	2.9	-1	0	-3	6	6	-8	-11	0.1
COc1ccc(-n2c(SCC(=O)Nc3ccc(C)cc3)nc(O)c(Cc3ccccc3)c2=O)cc1	0.0	1	0	-3	1	10	5	18	-0.2
COC(=O)c1ccccc1NC(=O)CCC(=O)N1CCSc2ccccc21	2.4	6	-4	-1	-4	3	-5	0	-0.1
COc1cccc(C2(O)CCN(C(=O)Cc3cccnc3)CC2)c1	-0.1	-4	-4	-4	0	2	2	-3	0.3
CC(NC(=O)CN1C(=O)NC2(CCCCCC2)C1=O)c1ccccc1 (stereo not given)	0.2	6	-6	.	.	0	-2	.	-0.1
COC(=O)c1c(NC(=O)Cc2cccs2)sc(C(=O)NC2CCCCC2)c1C	-0.1	-7	-1	-2	-1	11	10	2	0.0
CC(NC(=O)C(C)(C)C)c1nc2ccccc2n1C (stereo not given)	-8.6	-4	4	-2	-3	-5	3	-8	0.4
O=C(NC(=S)N1CCCc2ccccc21)c1ccccc1	-0.1	-1	0	-1	1	-8	-2	1	0.1
CCCC(=O)Nc1cc(C(=O)O)ccc1S(=O)(=O)c1ccc(C)cc1	0.3	1	-2	0	0	1	2	-3	0.8
CCC(C)NC(=O)CCc1nc2ccccc2n1-c1ccccc1 (stereo not given)	-4.4	5	-3	-2	-1	3	-1	7	-0.8
CC(=O)NC(Cc1ccc(F)cc1)C(=O)NC1CCN(C(=O)Nc2ccc(F)cc2)CC1 (stereo not given)	-0.7	-3	-2	-5	0	0	3	4	0.0
Cc1cc(C(=O)NC2CCCN(Cc3ccccc3F)C2)no1 (stereo not given)	-1.6	17	-1	3	4	-9	0	3	-0.1
Cc1cc(C)c2c(C)nn(-c3ccccc3)c2n1	1.7	-4	12	0	-4	-3	1	-7	0.1
O=C(C1=C[C@@H](C2CC2)C[C@@H](OCc2ccc(CO)cc2)O1)N1CCN(Cc2ccccc2)CC1	4.2	17	1	2	-1	5	20	1	0.5
Cc1ccccc1NC(=O)c1ccc(NC(=O)c2ccco2)cc1	2.1	-2	-4	1	-1	-1	10	-6	0.0
C[Si](C)(C)n1ccnc1	0.4	2	-1	-3	4	7	1	9	-0.2
COCC(C)NC(C(=O)Nc1ccc(Cl)c([N+](=O)[O-])c1)c1ccccc1 (stereo not given)	-0.6	4	1	0	-2	-2	10	-5	0.0
COC(=O)c1ccccc1NC(=O)NC1CCCCC1	-0.7	-15	-1	0	2	-5	5	0	0.2
O=C(COc1ccc(Br)cc1Cl)N1CCN(c2ncccn2)CC1	1.3	3	-2	.	.	3	6	.	0.0
NC(=O)c1ccc(NC(=S)NCc2ccco2)cc1	0.0	6	-8	-3	0	0	-2	0	-0.1
CC(=O)Oc1c(C)c(C)c2c(c1C)CCC(C)(CCCC(C)CCCC(C)CCCC(C)C)O2 (stereo not given)	-0.3	.	-7	-1	-2	-1	-1	12	0.0
Cc1ccc(/C=C(\NC(=O)c2ccccc2)C(=O)OCc2ccccc2)cc1	2.3	-6	0	-4	22*	-10	-34	14	0.2
COc1cccc(NC(=O)c2ccc(S(=O)(=O)N3CCCC3)cc2)c1	0.8	12	0	0	-4	-2	0	-3	-0.6
Cc1ccc(Cn2ncc3c(N4CCN(Cc5ccc(Cl)cc5)CC4)ncnc32)cc1	5.0	5	2	-15	1	-4	-1	1	-0.4
CC(Oc1ccc2c(-c3ccccc3)cc(=O)oc2c1)C(=O)NCCCN1CCOCC1 (stereo not given)	0.9	-20	-3	0	-1	2	1	-13	-0.2
CCS(=O)(=O)Nc1cccc(-c2ccc3nnc(C)n3n2)c1	-2.1	2	-1	-2	2	-8	7	0	0.1
CC1CCC(NC(=O)C(C)N2C(=O)C3CCCCC3C2=O)CC1 (stereo not given)	0.2	4	-5	.	.	3	2	.	0.0
CN(C(=O)CN1C(=O)NC2(CCc3ccccc32)C1=O)C1CCS(=O)(=O)C1 (stereo not given)	-0.1	4	3	2	1	0	15	0	0.2
CC1(C)CN=C(N(Cc2ccccc2)C(=O)Nc2ccccc2)S1	1.1	-2	-2	0	5	7	12	-6	0.1
